Screening data: PubChem BioAssay, National Center for Advancing Translational Sciences (NCATS)
ALOX12 inh: inhibitors of human 12S-lipoxygenase ALOX12; P18054; purified 12hLO, xylenol orange hydroperoxide absorbance; Potency, µM (titrated, usually from 108 µM), for inactives: top-dose activity change, negative = inhibition, hits mostly inhibitors; hit rate 1.1% among 580,000; active means well fitted inhibition curve with a large enough effect; inconclusive means small, poorly fitted or top-dose-only effect, or another doubt; inactive means no such curve, though single readings can be large or run the other way
Target sequence (P18054 whole entry, looked up): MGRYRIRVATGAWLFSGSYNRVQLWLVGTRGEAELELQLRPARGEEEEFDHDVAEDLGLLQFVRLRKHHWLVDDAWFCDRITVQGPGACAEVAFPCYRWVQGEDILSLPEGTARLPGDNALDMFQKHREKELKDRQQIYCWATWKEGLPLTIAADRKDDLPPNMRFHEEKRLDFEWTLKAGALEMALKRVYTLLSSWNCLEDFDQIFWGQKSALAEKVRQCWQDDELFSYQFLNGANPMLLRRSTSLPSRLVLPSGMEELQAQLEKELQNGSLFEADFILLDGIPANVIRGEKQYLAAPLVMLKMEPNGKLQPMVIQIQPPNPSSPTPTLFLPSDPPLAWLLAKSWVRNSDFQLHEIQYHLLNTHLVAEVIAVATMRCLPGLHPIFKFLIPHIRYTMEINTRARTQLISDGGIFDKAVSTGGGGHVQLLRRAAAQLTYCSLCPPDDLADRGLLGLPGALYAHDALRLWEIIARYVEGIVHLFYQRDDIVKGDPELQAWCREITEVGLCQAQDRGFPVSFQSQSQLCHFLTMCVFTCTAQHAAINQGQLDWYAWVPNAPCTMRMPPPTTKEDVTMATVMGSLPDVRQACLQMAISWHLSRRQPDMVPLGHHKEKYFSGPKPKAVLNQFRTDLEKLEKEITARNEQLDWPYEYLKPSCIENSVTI
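Purified human 12hLO at 150 nM in 25 mM Hepes, 0.01% Triton X-100, pH 7.0, preincubated 15 min at room temperature with compound. Reaction started with 40 uM arachidonic acid, 30 min at room temperature. Hydroperoxide measured by Fe-xylenol orange, 573/405 nm absorbance ratio.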
Starred values were filed as active, the others as inactive; u = inconclusive; [ ] = remark or other dose. On the % scale 0 is the no-effect control and ±100 the full control effect; potency means the concentration at half of the fitted maximal effect. Only part of the results is shown, so the mix of outcomes need not match the whole.

SMILES	ALOX12 inh
COCC(=O)N[C@@H]1C[C@H](Cn2cc(CN3CCS(=O)(=O)CC3)nn2)[C@@H](O)[C@H]1O	67.7%[activator]
COc1ccc(CN2C(=O)[C@@H]3C[C@@H](CN3Cc3ccc(C(=O)O)cc3)Oc3ccccc32)cc1	43.1%[activator]
COc1ccc(C2(C(=O)NCc3cccnc3N3CCN(C)CC3)CC2)cc1	35.2%[activator]
CN1C(=O)CS(=O)(=O)C12CCN(C(=O)COc1ccc(F)cc1)CC2	4.3%
Cc1ccc(NC(=O)Cn2c(-c3cnccn3)nc(C)c(C)c2=O)cc1C	55.0%[activator]
O=C1CCCC2=C1[C@@]1(O[C@H]3C=CC=CN23)C(=O)N(c2ccccc2)c2ccccc21	-3.6%
CCc1noc([C@@H]2CC(F)(F)CN2C(=O)c2ccoc2)n1	6.5%
CC(C)(C)CC(=O)N1CCN2C(=O)c3cc(-c4ccc(Cl)cc4)ccc3NC(=O)[C@H]2C1	-28.2%
CC(C)NC(=O)CN1C(=O)NC2(CCC(C(C)(C)C)CC2)C1=O (centres undefined)	-3.5%
COC1CCN(c2cc(-c3cccnc3)nc3c(C)noc23)CC1	u
Nc1ncnc2c1ncn2[C@@H]1O[C@H](C(=O)N[C@@H](CCc2ccccc2)C(=O)N2CCN(CC(=O)N3CCCC3)CC2)[C@@H](O)[C@H]1O	7.9%
Cc1cccc(OCC(=O)NC2CCN(c3cc(C(F)(F)F)ncn3)CC2)c1	-2.6%
O=C(NC[C@H]1OC[C@@H](NC2CCCC2)[C@@H]1O)c1ccccc1	-1.7%[176 µM]
COc1nc2c(cc1CNC(=O)c1cccnc1C)C(=O)N(C1CCCC1)C2	-3.2%
CC(=O)N1CC2(CCN(Cc3ccc(Cl)cc3)C2)Cc2ccccc21 (centres undefined)	39.8µM*
CCCN1CCC2(CCN([S+](=O)([O-])c3cccc(OC)c3)CC2)Oc2ccccc21	-2.1%
O=Nc1ccc(Br)cn1	-67.2%
COc1ccc(CN2CCCC(c3nc(C)ncc3-c3ccc(F)cc3)C2)c(OC)c1OC (centres undefined)	2.4%
O=c1ccc(N2CCC(NS(=O)(=O)c3ccc(Cl)s3)CC2)nn1CC1CC1	1.3%
Cc1ccc(C2Cn3nnc(-c4nc(-c5cccc(F)c5)no4)c3CO2)c(C)c1 (centres undefined)	51.1%
COC(=O)CNC(=O)NCCc1ncc(C)n1C1CCCC1	16.2%
CC(C)CC(=O)NC1CCN(c2ccc(F)cc2)C1=O (centres undefined)	18.9%
Cn1cc(-c2ccc(O)c(F)c2)c2nc(CN3CCOCC3)cn2c1=O	-27.0%[176 µM]
CCn1ccc(C(=O)N2CCC(c3nn(C)c4c3COCC4)CC2)n1	77.3%[activator]
CCCCC/C=C\C/C=C\CCCCCCCC(=O)NC(C)c1ccccc1 (centres undefined)	-6.1%[22.9 µM]

By substructure, the compounds so far with an aryl methoxy group
SMILES	ALOX12 inh
COc1ccc(CN2C(=O)[C@@H]3C[C@@H](CN3Cc3ccc(C(=O)O)cc3)Oc3ccccc32)cc1	43.1%[activator]
COc1ccc(C2(C(=O)NCc3cccnc3N3CCN(C)CC3)CC2)cc1	35.2%[activator]
COc1nc2c(cc1CNC(=O)c1cccnc1C)C(=O)N(C1CCCC1)C2	-3.2%
CCCN1CCC2(CCN([S+](=O)([O-])c3cccc(OC)c3)CC2)Oc2ccccc21	-2.1%
COc1ccc(CN2CCCC(c3nc(C)ncc3-c3ccc(F)cc3)C2)c(OC)c1OC (centres undefined)	2.4%

ALOX12 inh, what is marked active above.
SMILES	ALOX12 inh
CC(=O)N1CC2(CCN(Cc3ccc(Cl)cc3)C2)Cc2ccccc21 (centres undefined)	39.8µM*

Other results follow.
SMILES	ALOX12 inh
O=C1COc2ccc(OCc3cncs3)nc2CN1Cc1ccc(F)cc1	u
Cc1noc(-c2ccccc2Cl)c1C(=O)NCCc1cccs1	37.3%[activator]
O=C([C@H]1C[C@@H](O)[C@H](O)[C@@H]2N=C(Nc3ccc(Cl)cc3)S[C@@H]21)N1CCOCC1	5.2%[176 µM]
COCCOCC(=O)N1[C@@H]2CC[C@H]1CC(NC(=O)c1cnc(C)cn1)C2 (some centres undefined)	12.5%
Cc1cc(NCCc2c[nH]c3ccccc23)ccc1Oc1cccnc1	u
C1Cc2[nH]nc(-c3nn[nH]n3)c2C1	u
COc1cccc(CNC(=O)N2CCC(Oc3ncccc3C(=O)N3CCCCC3)C2)c1 (centres undefined)	69.6%[activator]
COC(=O)[C@@H]1Cc2c([nH]c3ccccc23)[C@H]2C[C@H](NCCO)C[C@@H](c3ccccc3)N21	10.8%[176 µM]
FC(F)(F)c1cccc(-c2nc3c(NCCc4ccccn4)nccc3[nH]2)c1	u
O=C(c1cc(F)ccc1Cl)N1CCC2(CC1)N(c1ccccc1)C(=O)CS2(=O)=O	25.8%
O=C(NCC1CC1)c1ccc2c(c1)C1(CCN(CC3CC3)C1)CN2Cc1ccccc1 (centres undefined)	0.3%[176 µM]
Cc1cc(F)ccc1OC1CN(C(=O)c2ccccc2)C1	63.6%[activator][176 µM]
COc1ccccc1C(=O)N1CCC2(CC(c3cccc(C(F)(F)F)c3)=NO2)C1 (centres undefined)	0.6%[6.33 µM]
CCOc1ccccc1C1NC(=O)N(CC(=O)Nc2cccc(CC)c2)C2=C1C(=O)OC2 (centres undefined)	-4.1%
COc1ccccc1N1CCN(c2ncccc2CNC(=O)C2CCCO2)CC1 (centres undefined)	-2.3%
CN1CCN(c2nc3c(s2)CN(C(=O)c2ccncc2)CC3)CC1	13.7%
CC[C@H]1CN(C(=O)C2CC2)CC[C@H]1CC(=O)N(C)CCC#N	-24.4%[176 µM]
O=C1Nc2ccccc2C12CN(Cc1ccccc1)C2	3.6%[12.5 µM]
COc1ccc(CCNC(=O)c2c(C)noc2-c2cc(OC)cc(OC)c2)cc1	34.5%
CCOC1CCOC2(CCN(C(=O)c3ccncc3)CC2)C1 (centres undefined)	-15.9%
COC(=O)c1ccccc1S(=O)(=O)N1CCN2C(=O)CNC(=O)C2C1 (centres undefined)	43.0%[activator]
O=C(COc1ccccc1)N[C@H]1CO[C@H]2[C@@H]1OC[C@@H]2n1nnnc1Oc1ccc(-n2cncn2)cc1	13.0%
Cc1c(CN2CCOc3ccc(C(C)(O)COc4ccccc4)cc3C2)cnn1C (centres undefined)	-0.6%
Cc1ccc(NC(=O)N[C@H]2C[C@@H](c3nc(-c4ccccn4)no3)N(C)C2)cc1	-6.0%[176 µM]
COc1ccccc1NC(=O)N1C[C@@H]2C[C@H](C1)c1c(-c3ccc(NC(C)=O)cc3)ccc(=O)n1C2	-1.4%

Other structures:
SMILES	ALOX12 inh
N#Cc1cccc(CN2CCOC[C@H]2c2ncc(-c3ccc(Cl)s3)[nH]2)c1	u
O=C(NCCC1=CCCCC1)c1cccnc1N1CC2CC(C1)[C@H]1CCCC(=O)N1C2 (some centres undefined)	7.7%
CCc1ccc(N2CC(c3noc(-c4ccc(OC)nc4)n3)CC2=O)cc1 (centres undefined)	16.0%
COc1ccc(C(=O)N2CCC(C(=O)N3CCCCCCNC(=O)CC3)CC2)cn1	-4.0%
Cc1ccc(S(=O)(=O)N2CCC(CCC(=O)O)CC2)cc1	3.1%
O=C(NC1CC1)c1ccn2cncc2c1	108.1%[activator][176 µM]
Cc1cc(C)cc(NC(=O)c2ccc3c(c2)N(C)C2CCCCCN2C3=O)c1 (centres undefined)	17.2%
CC(=O)Nc1ccc(S(=O)(=O)N[C@H]2CO[C@H]3[C@@H]2OC[C@H]3OC(=O)Nc2ccccc2)cc1	-11.8%
CN1[C@@H](CCC(=O)N2CCOCC2)CNC(=O)[C@@H]2[C@H]1CCN2Cc1ncc[nH]1	175.3%[activator][176 µM]
O=C1C(n2ccc3ccccc32)c2cccc(F)c2N1Cc1ccc(C(F)(F)F)cc1 (centres undefined)	44.7µM*
COc1cc(-c2onc(C)c2C(=O)NCCSC)cc(OC)c1OC	31.4%[activator]
COc1ccc(/C=C/c2ccc3c(c2)C(=O)N2CC[C@H](N)[C@H]2C(=O)N3)cc1	27.0%[176 µM]
O=C(c1ccc(F)c(F)c1)N1CCOc2ccc(CN3CCN(Cc4ccccn4)CC3)cc2C1	u
CC1(C(=O)NCc2cccnc2)CCc2cnc(NCc3ccccc3)nc21 (centres undefined)	7.6%[176 µM]
O=C(CCc1ccccc1)N1CCCCCC1c1nnc(-c2ccccc2)o1 (centres undefined)	3.7%
CC(C)c1nc(C(=O)N2CCc3onc(-c4ccccc4F)c3C2)cs1	12.3%
Cc1cccc(CN2CCCC(COc3ccccc3C(=O)N3CCOCC3)C2)c1 (centres undefined)	10.8%
Cc1nnc(-c2cc(C(=O)NCCc3ccccc3)ccn2)n1Cc1cccnc1	-29.5%[176 µM]
CC1CCN([C@@H]2[C@H](O)[C@H](CO)O[C@@H]2CNC(=O)Nc2cccc(Cl)c2)CC1	-18.4%[176 µM]
CN1C(=O)CC[C@]2(C(=O)NCc3cccc(C(F)(F)F)c3)CCCC[C@@H]12	u
CN(Cc1ccccc1OCC(=O)O)CC1CCN(C)C1(C)C (centres undefined)	1.1%
CC(C)n1cc2cc(C(=O)N3CCCCC3)sc2c1	16.8%
CCC(=O)N1CCC(CC)(N2CCNCC2)C1 (centres undefined)	35.7%
CCN1C(=O)C2CC3(CCN(S(=O)(=O)c4cn(C)cn4)CC3)CN2C1=O (centres undefined)	31.2%[activator]
Cc1ccccc1CN1CCCC(CCNS(=O)(=O)C2CC2)C1 (centres undefined)	39.1%

New compounds follow.
SMILES	ALOX12 inh
COc1ccc(NC(=O)C2CCN(C(=O)c3ncn4c3COC(c3ccc(F)cc3)C4)CC2)cc1 (centres undefined)	40.3%[activator]
C[C@H](CO)N1C[C@H](C)[C@@H](CN(C)C(=O)C2CC2)OCc2cn(nn2)CCCC1=O	1.0%
COc1cccc(-c2cc(C3CCN(C(=O)Nc4cc(C)cc(C)c4)CC3)[nH]n2)c1	5.9%
CN(C)C[C@@H]1CN(C2CCOCC2)C[C@H]1NC(=O)c1ccccc1C(F)(F)F	8.4%
COc1ccc(NC(=O)CN2C(=O)NC3(CCC(C(C)(C)C)CC3)C2=O)cc1 (centres undefined)	u
CC(C)NC(=O)N[C@H]1CCN2C(=O)c3cc(-c4ccc(Cl)cc4)ccc3NC(=O)[C@H]12	-1.9%[176 µM]
COc1ccc(CNc2ncnc3c2CN(C2CCCNC2)C(=O)CN3C)cc1OC (centres undefined)	u
O=C1NC(=NC2CCCC2)C2(CCCN(CC3CC3)C2)N1c1cccnc1 (centres undefined)	11.5%[6.33 µM]
C[S+](=O)([O-])c1ccc(-c2nc(C(=O)NCc3cccnc3)n3ccccc23)cc1	-9.4%[6.33 µM]
CC1=C[C@@H](CN2CCN(c3ncccn3)CC2)[C@H](C(C)C)C[C@H]1Cc1nnc(Cc2c[nH]c3ccccc23)o1	14.4%
CS(=O)(=O)N1CCC(C2CCN(C(=O)Cc3ccc(Cl)cc3)C2)CC1 (centres undefined)	30.6%
Cc1cnc(C(=O)N2[C@@H]3CC[C@H]2CC(NC(=O)c2ccc(F)cc2)C3)cn1 (some centres undefined)	29.8%
COc1ccc(-c2cc(N3CCC(NC(=O)c4cccc(Br)c4)C3)n[nH]2)cc1 (centres undefined)	0.6%
O=C(c1cccc(O)c1)N1CCc2c(n(CCOc3ccccc3)n(-c3ccccc3)c2=O)C1	20.8%
CC1(c2noc(-c3ccccn3)n2)CCN(C(=O)CCc2nc3ccc(Cl)cc3[nH]2)CC1	55.3%[activator]
Cc1noc(-c2cn(C3CCN(C(=O)c4ccc(Cl)s4)CC3)nn2)n1	29.2%
CC1CCN([C@@H]2[C@H](O)[C@H](CO)O[C@@H]2CNC2CCOCC2)CC1	u
CC1=C[C@@H](CO)[C@H](C(C)C)C[C@H]1Cc1nnc(-c2cccnc2)o1	-11.6%[176 µM]
COCCC(=O)N1CC(F)(F)C[C@H]1c1nc(C2CC2)no1	17.2%
CC(=O)C1=C(C)N(Cc2ccc(Cl)cc2)C(=S)NC1c1cccc(Br)c1 (centres undefined)	39.8µM*
COc1ccccc1C(=O)N1CCCN(c2cc(-c3ccc(F)cc3)[nH]n2)CC1	11.5%
CCOc1ccc(C2Cn3nnc(-c4nc(-c5ccccc5)no4)c3CO2)cc1 (centres undefined)	41.9%
COc1cccc(CN2CC[C@H]3C(=O)NCCCCCCN(Cc4ccncc4)[C@@H]3C2)c1	142.8%[activator]
CC(C)CCN1CCCC2(C1)C(=NC1CCCCC1)NC(=O)N2c1cccnc1 (centres undefined)	13.3%[6.33 µM]
C[S+](=O)([O-])N1CC2(Cc3ccccc31)CN(C(=O)Cc1ccccn1)C2	10.1%

Another view of part of the listing above.
> COc1cccc(-c2cc(C3CCN(C(=O)Nc4cc(C)cc(C)c4)CC3)[nH]n2)c1
  ALOX12 inh: 5.9%

> CN(C)C[C@@H]1CN(C2CCOCC2)C[C@H]1NC(=O)c1ccccc1C(F)(F)F
  ALOX12 inh: 8.4%

> COc1ccc(NC(=O)CN2C(=O)NC3(CCC(C(C)(C)C)CC3)C2=O)cc1 (centres undefined)
  ALOX12 inh: u

> CC(C)NC(=O)N[C@H]1CCN2C(=O)c3cc(-c4ccc(Cl)cc4)ccc3NC(=O)[C@H]12
  ALOX12 inh: -1.9%[176 µM]

Next part.
SMILES	ALOX12 inh
COc1ccc(C(=O)N2CCC(N3C(=O)C(OC)C34CCOCC4)CC2)c(OC)n1 (centres undefined)	-0.4%
COc1ccc(CC(=O)N2Cc3ccccc3CC3(CCN(C)C3)C2)cc1 (centres undefined)	11.1%[6.33 µM]
O=C(NC1CC1)c1ccccc1OC1CN(Cc2cccc(F)c2F)C1	45.3%[activator]
CNc1nc(C(=O)N2CCC3(CCC(=O)N(CC4CCCO4)C3)CC2)cs1 (centres undefined)	28.8%
F[C@@H]1CN(Cc2ccc(C(F)(F)F)cc2)C[C@@H]1OCc1nc2ccccc2[nH]1	18.8%[176 µM]
CCc1ccccc1NC(=O)N1c2ccccc2CC1c1nc(C2CC2)no1 (centres undefined)	47.6%[activator]
